Compound activity (PubChem BioAssay)
FEN1 inh – human FEN1 inhibition; P39748; Recombinant FEN1 flap cleavage, fluorescence, 15 min; Potency, µM (highest dose often 114 µM), inactives show at the highest dose activity change, negative = inhibition, actives largely listed as inhibitors; hit rate 0.35% among 390,000; AID 588795; further: nearly all actives have a fitted effect of over 65% in size
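Enzyme 10 nM, 15 min RT preincubation with compound; start with substrate 50 nM final; reads at 0 and 15 min; qHTS titration, four-parameter Hill fit.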
N370S GC – inhibits or activates N370S mutant glucocerebrosidase | P04062 | N370S GC spleen homogenate, 4MU-glucoside fluorescence | Potency, µM (highest dose often 59.4 µM), inactives show top-dose activity change, negative = inhibition, usual class: inhibitors | hit rate 0.092% among 330,000 | AID 2101;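 further: 0% = full enzyme activity and -100% = no enzyme basal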
KAT2A inh – GCN5L2 (KAT2A) acetyltransferase inhibition | Q92830 | GCN5L2 HAT assay, ThioGlo1 CoA-SH fluorescence | Potency, µM (doses to about 58.9 µM), for the others: at the highest dose activity change, negative = inhibition, actives largely listed as inhibitors | hit rate 0.21% among 390,000 | AID 504327
Target sequence (Q92830 whole entry, looked up): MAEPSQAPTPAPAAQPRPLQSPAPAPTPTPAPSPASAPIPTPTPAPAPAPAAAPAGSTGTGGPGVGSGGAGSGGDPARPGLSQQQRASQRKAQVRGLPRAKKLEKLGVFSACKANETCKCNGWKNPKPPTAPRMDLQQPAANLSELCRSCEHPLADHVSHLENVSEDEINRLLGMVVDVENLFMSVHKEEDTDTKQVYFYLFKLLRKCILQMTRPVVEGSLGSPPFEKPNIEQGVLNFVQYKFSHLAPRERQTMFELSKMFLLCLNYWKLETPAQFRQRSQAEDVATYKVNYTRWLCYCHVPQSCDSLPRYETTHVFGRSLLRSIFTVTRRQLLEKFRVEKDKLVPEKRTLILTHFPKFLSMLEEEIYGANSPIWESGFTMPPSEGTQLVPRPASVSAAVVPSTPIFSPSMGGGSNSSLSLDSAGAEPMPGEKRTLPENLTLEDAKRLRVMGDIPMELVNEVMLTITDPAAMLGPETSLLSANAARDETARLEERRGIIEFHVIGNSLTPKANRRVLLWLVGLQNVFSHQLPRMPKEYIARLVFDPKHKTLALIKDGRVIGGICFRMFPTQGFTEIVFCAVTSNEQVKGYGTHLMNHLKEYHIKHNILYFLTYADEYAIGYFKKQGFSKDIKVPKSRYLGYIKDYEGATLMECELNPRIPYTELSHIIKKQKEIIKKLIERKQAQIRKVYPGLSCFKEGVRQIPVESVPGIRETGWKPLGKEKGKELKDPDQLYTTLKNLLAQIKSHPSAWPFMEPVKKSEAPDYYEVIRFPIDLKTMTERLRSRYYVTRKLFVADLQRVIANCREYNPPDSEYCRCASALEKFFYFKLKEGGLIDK
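Titration-based screen in which CoA formation is detected via maleimide probe ThioGlo1 (50uM) turning fluorescent on thiol reaction; substrates H3(1-25) 75uM and acetyl-CoA 70uM, GCN5L2 20nM, 20 min incubation at room temperature.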
* marks the source's active call; other numbers are inactive results; ? = inconclusive; . = not tested or not shown; & = joins results of further samples; [ ] = remark or other dose. The call rests on the fitted dose curve; in most records, active means well fitted curve in the direction sought with a large enough effect; inconclusive means small, poorly fitted or top-dose-only effect, or another doubt; inactive means no such curve, though single readings can be large; an effect the other way counts as inactive or inconclusive. Unless noted, on the % scale 0 is the no-effect control and ±100 the full control effect; potency means the concentration at half of the fitted maximal effect.

SMILES | FEN1 inh | N370S GC | KAT2A inh
Cc1c(/C(O)=C2\C(=O)C(=O)N(CCN(C)C)C2c2cccs2)cnn1-c1ccccc1 (stereo not drawn) | -12% | -4% | -2%
Cc1cccc(NC(=O)c2nc[nH]c2C(=O)Nc2ccccc2[N+](=O)[O-])c1 | 7% | -15% | 4%
CCCNc1nc(-c2cc(-c3ccc(Cl)cc3)on2)cc(C(C)C)n1 | 13% | -3% | -3%
COc1ccc(OCC(=O)NCCCn2ccnc2)cc1 | 1% | -5% | 1%
CN(C)/C=N/c1ncc(C(=O)c2ccc(-c3ccccc3)cc2)s1 | -3% | 11% | -9%
CCN1C/C(=C/c2cccs2)c2nc3ccccc3c(C(=O)O)c2C1 | -21% | 1% | -9%
COC(=O)N/N=C/c1cc(Cl)c(OCc2ccccc2F)c(OC)c1 | 8% | -4% | -4%
COCCOC(=O)/C=C1/NC(=O)CS1 | 1% | 4% | -11%
COc1ccc(-c2noc(N3CCN(c4ccc(C)cc4)C(C)C3)n2)cc1OC (stereo not drawn) | -10% | . | -1%
O=C(c1ccc(F)cc1)N1CCCC(c2ccccc2)C1 (stereo not drawn) | -10% | 1% | -4%
COc1cc(CN2CCCC(C(=O)N3CCc4ccccc4C3)C2)cc(OC)c1OC (stereo not drawn) | -4% | -21% | -3%
CCOC(=O)N1CCN(C(=O)COc2ccc3oc4c(c3c2)CCCC4)CC1 | 5% | -16% | -4%
CC(=O)OC12CC3CC(C1)C(=NO)C(C3)C2 | 4% | 5% | -1%
CC(=O)Nc1ccc(S(=O)(=O)NCC2CCC(C(=O)N3CCCCCC3)CC2)cc1 (stereo not drawn) | -1% | 4% | -5%
Cn1c(=O)c(=O)n(C)c2cc(N3CCOCC3)c(NS(=O)(=O)c3ccc(F)c(Cl)c3)cc21 | -22%&-3% | 2% | -2%&-8%
CCOC(=O)c1cc(C(=O)c2ccccc2O)cn2c(=O)c3c(C)c(C)sc3nc12 | . | 1% | -3%
CCn1c(=N)c(C(=O)NC2CCCC2)cc2c(=O)n3ccccc3nc21 | -1% | . | -6%
Cc1ccc(-c2nc3ncccc3o2)cc1NC(=O)c1ccc(-c2cccc(Cl)c2C)o1 | 3% | . | -4%
Cc1ccc(NC(=O)CN2c3ccccc3S(=O)(=O)c3ccccc32)cc1F | 3% | . | -6%
CCOC(=O)C1=CN(Cc2ccc(Br)cc2)S(=O)(=O)NC1C (stereo not drawn) | 10% | . | -8%
CCCOc1ccc(C(=O)NC(=S)Nc2nc3ccc(C)cc3s2)cc1 | . | 5% | -2%
O=C(C1CCCCN1S(=O)(=O)c1ccccc1[N+](=O)[O-])N1CCCCC1 (stereo not drawn) | 14% | -6% | 1%
CCOc1ccc(C2C3=C(CCCC3=O)OC(N)=C2[N+](=O)[O-])cc1 (stereo not drawn) | 9% | -30% | -12%
CC(=O)c1ccc(NC(=S)Nc2cccc(Cl)c2C)cc1 | -4% | 0% | -1%
CCN(CC)S(=O)(=O)c1ccc(OC)c(NC(=O)CCc2c(C)noc2C)c1 | -5% | . | ?
CC(CCc1ccco1)NC(=O)CCc1nnc2ccc(NCc3ccc(Cl)cc3)nn12 (stereo not drawn) | -35% | -4% | -12%
CN(C)c1ccnc2sc(C(=O)c3ccc(Br)cc3)c(N)c12 | 3% | 7% | 1%
COc1ccccc1/C=C/C(=O)Nc1cccnc1Cl | 12% | 10% | -24%
COc1ccc(CCNC(=O)CCCOc2cccc(C)c2C)cc1OC | 8% | -6% | -29%
COc1ccccc1-n1cnnc1SCC(=O)NCC1CCCO1 (stereo not drawn) | -16% | 7% | -7%
Cn1c(CCN2CCCCC2)nc2cc(NS(=O)(=O)c3ccc(F)cc3)ccc21 | -1% | 11% | -5%
CC(=O)NNC(=O)c1csc(Cc2c(Cl)sc3ccc(Cl)cc23)n1 | -10% | -4% | -16%
COc1ccc(N2C(=O)CC(NCc3cccs3)C2=O)cc1 (stereo not drawn) | -8% | -2% | -6%
O=C(O)c1cccc(C(=O)O)c1Br | -8% | -1% | 1%
CCN(CC)CC(=O)Nc1sc(C)cc1C(=O)c1ccc(C)cc1 | 1% | 2% | -3%
O=C(OCc1ccc(Cl)cc1)c1cccnc1Cl | -8% | -3% | -17%
COc1cccc(C(=O)Nc2nnc(-c3cccs3)o2)c1 | -16% | 3% | -10%
C=CCN1c2ccccc2[C@]23C[C@@H](C(=O)OC)N(C(=O)CC(C)C)C2=NC(C(=O)OC)=C(C(=O)OC)[C@H]13 | 5% | 1%[12.8 µM] | -5%
NCC1CCCCC1CC(=O)O (stereo not drawn) | . | 13% | -4%
O=C(CSc1cccc2cccc(Cl)c12)OCC(=O)N1CCN(C(=O)c2ccco2)CC1 | 3% | -4% | 0%
CCCCC(=O)Nc1ccc(C(=O)NN2C(=O)c3ccccc3C2=O)cc1 | -13% | -7% | -1%
Fc1ccc(N2CCN(c3cnc4ccccc4n3)CC2)cc1 | -15% | -1% | -3%
CCN(CC)C(=O)CSc1nc2c(c(=O)n(C)c(=O)n2C)n1Cc1ccccc1 | 1% | . | -7%
O=C(NCCCn1ccnc1)c1cc(C2CC2)on1 | 10% | -4% | -8%
CCCCn1c(=S)[nH]c2cc(S(=O)(=O)N3CCOCC3)ccc21 | 9% | . | -5%
O=c1c2ccccc2nc(-c2ccc(Cl)cc2Cl)n1O | 8% | -8% | 0%
FC(F)(F)c1ccc(-c2noc(-c3ccccc3)c2I)cc1 | . | 9% | -10%
O=C(NCCS(=O)(=O)N1CCN(c2ccccc2)CC1)C(c1ccccc1)c1ccccc1 | 2% | . | -7%
CCOC(=O)Cn1c(=O)c2c(nc(Br)n2CC(=O)OCC)n(C)c1=O | 7% | 4% | -3%
CC(C)CC(COCc1cccc(Cl)c1)N1CCN(C(=O)c2cccc(C(F)(F)F)c2)CCC1=O (stereo not drawn) | -26% | 10% | -11%

A run of entries of the results above, as a working copy:
SMILES | FEN1 inh | N370S GC | KAT2A inh
O=C(C1CCCCN1S(=O)(=O)c1ccccc1[N+](=O)[O-])N1CCCCC1 (stereo not drawn) | 14% | -6% | 1%
CCOc1ccc(C2C3=C(CCCC3=O)OC(N)=C2[N+](=O)[O-])cc1 (stereo not drawn) | 9% | -30% | -12%
CC(=O)c1ccc(NC(=S)Nc2cccc(Cl)c2C)cc1 | -4% | 0% | -1%
CCN(CC)S(=O)(=O)c1ccc(OC)c(NC(=O)CCc2c(C)noc2C)c1 | -5% | . | ?
CC(CCc1ccco1)NC(=O)CCc1nnc2ccc(NCc3ccc(Cl)cc3)nn12 (stereo not drawn) | -35% | -4% | -12%
CN(C)c1ccnc2sc(C(=O)c3ccc(Br)cc3)c(N)c12 | 3% | 7% | 1%
COc1ccccc1/C=C/C(=O)Nc1cccnc1Cl | 12% | 10% | -24%
COc1ccc(CCNC(=O)CCCOc2cccc(C)c2C)cc1OC | 8% | -6% | -29%
COc1ccccc1-n1cnnc1SCC(=O)NCC1CCCO1 (stereo not drawn) | -16% | 7% | -7%
Cn1c(CCN2CCCCC2)nc2cc(NS(=O)(=O)c3ccc(F)cc3)ccc21 | -1% | 11% | -5%
CC(=O)NNC(=O)c1csc(Cc2c(Cl)sc3ccc(Cl)cc23)n1 | -10% | -4% | -16%
COc1ccc(N2C(=O)CC(NCc3cccs3)C2=O)cc1 (stereo not drawn) | -8% | -2% | -6%
O=C(O)c1cccc(C(=O)O)c1Br | -8% | -1% | 1%
CCN(CC)CC(=O)Nc1sc(C)cc1C(=O)c1ccc(C)cc1 | 1% | 2% | -3%

The list continues.
SMILES | FEN1 inh | N370S GC | KAT2A inh
Nn1c(SCC(=O)Nc2ccc(OC(F)F)cc2)nnc1-c1ccco1 | -1% | -13% | 2%
COc1cc(/C=C/C(=O)O)cc(S(=O)(=O)Nc2ccc3[nH]c(=O)[nH]c3c2)c1OC | 0% | -6% | -1%
COC(=O)C1=C(C)Nc2nnnn2C1c1cccs1 (stereo not drawn) | 6% | 10% | -2%
COc1cc(OC)c(/C=N/NC(=O)COc2cccc3cccnc23)c(OC)c1 | -1% | 5% | 3%
COc1ccc(NC(=O)CN(C)CC(=O)Nc2ccc(Cl)cc2[N+](=O)[O-])cc1 | 2% | -4% | -4%
CC(C)(C)N1CC(c2nc3ccccc3n2Cc2ccc(Cl)cc2)CC1=O (stereo not drawn) | -4% | 19% | -1%
Cc1nc2c(cc1C(=O)N/N=C/c1ccc(O)c(O)c1)c(=O)n(C)c(=O)n2C | -7% | 3% | -13%
CCOc1ccc(-c2cc(C(=O)NCCc3ccc(Cl)cc3)c3ccccc3n2)cc1 | -7% | . | -4%
COc1ccc(NC(=O)CSc2nc(NS(=O)(=O)c3ccc(C)cc3)cc(=O)[nH]2)cc1 | -8% | . | -16%
Cc1nc(NC(=O)CN(C)S(=O)(=O)c2ccc(Br)cc2)sc1C | -8% | 3% | -2%[0.501 µM]
COc1cc(NC(=O)CCS(=O)(=O)c2nc(-c3ccc4c(c3)OCO4)cc(C(F)(F)F)n2)cc(OC)c1OC | 12% | . | -8%
CCOC(=O)c1[nH]c(C)c(/C(O)=C2\C(=O)C(=O)N(CCCN(C)C)C2c2ccncc2)c1C (stereo not drawn) | . | 4% | -3%
CCSc1nnc(NC(=O)Nc2cccc(C)c2)s1 | -3% | 8% | -13%
CCc1cccc(-n2c(=O)c3cccnc3n2CC(=O)Nc2ccccc2C(=O)OC)c1 | 9% | . | -13%
COc1cccc(CNc2nc3ccccc3n2CCN2CCCCC2)c1OC | 11% | 3% | 0%
CC(C)CCC(C)NC(=O)Cc1ccc(S(=O)(=O)N2CCOCC2)s1 (stereo not drawn) | -3% | -5% | 0%
COc1ccc(NC(=O)NC23CC4(C)CC(C)(CC(C)(C4)C2)C3)cc1OC | 1% | 5% | 12%
NNC(=O)C1CC1c1ccccc1 (stereo not drawn) | -7% | 0% | -9%
CC1CN(C(=O)COC(=O)CSc2ccc([N+](=O)[O-])cc2)CC(C)O1 (stereo not drawn) | 5% | -2% | -4%
CC(C)(C)C(=O)C(Cc1ccccc1)n1cncn1 (stereo not drawn) | 4% | 19% | -9%
Cc1cc(C(=O)c2ccccc2)c(NC(=O)CCl)s1 | -13% | -2% | -8%
CCOC(=O)c1cnc2c(C)c(Cl)ccc2c1NCCc1ccccc1 | 1% | . | 1%
Fc1ccccc1Cc1noc(CN2CCN(C/C=C/c3ccccc3)CC2)n1 | 13% | -14% | -21%
COc1cc2[nH]c(=S)nc(NCc3ccccc3)c2cc1OC | -16% | -1% | 1%
COc1ccc(Br)cc1S(=O)(=O)n1nc(C)cc1C | 20% | -13% | -17%
CC(C)NC(=S)NC(=O)c1ccc(-c2ccccc2)cc1 | ? | -6% | -15%
Cc1ccc(C)c(S(=O)(=O)c2cn(C)c3cc(F)c(F)cc3c2=O)c1 | 20% | . | 2%
Cc1cc(Cl)ccc1OCC(=O)NNC(=O)c1cnccn1 | 5% | -1% | 0%
Cc1[nH]c(=O)c(C#N)c2c1CCCC2 | -15% | -3% | -26%
COc1cccc(NC(=O)CSc2nnc(CNC(=O)c3ccco3)n2C)c1 | 4% | -2% | 1%

Quoted at random: two compounds from above, in no set order.
SMILES | FEN1 inh | N370S GC | KAT2A inh
COc1cccc(NC(=O)CSc2nnc(CNC(=O)c3ccco3)n2C)c1 | 4% | -2% | 1%
Cc1cc(Cl)ccc1OCC(=O)NNC(=O)c1cnccn1 | 5% | -1% | 0%

The listing continues.
SMILES | FEN1 inh | N370S GC | KAT2A inh
CCc1nc(NCCCCCO)c2nnn(Cc3ccccc3F)c2n1 | 11% | 16% | -4%
Cn1c(N)c(C(=O)NCc2ccccc2)sc1=S | 6% | -11% | -7%
CCOCCn1cnc2sc(C(=O)Nc3ccccc3C(=O)OC)c(C)c2c1=O | 11% | . | -1%
O=C(NNC(=O)c1cccs1)c1ccc(Cl)cc1 | 16% | -1% | 3%
CCOC(=O)CNc1nc(C(C)(C)C)nc2c1nnn2Cc1ccccc1 | -15% | -8% | -10%
COc1ccc(/C=N/NC(=O)c2nnn(-c3nonc3N)c2-c2cccs2)cc1OC | 1% | ? | -13%
N#CC1(NC(=O)COC(=O)c2cc([N+](=O)[O-])ccc2N2CCOCC2)CCCCC1 | 2% | -4% | -3%
O=C(COc1ccc2c(C(F)(F)F)cc(=O)oc2c1)Nc1ccc(N2CCOCC2)cc1 | -4% | 5% | -12%
CCCCN(CC)CCNC(=O)c1c(C)oc2ncnc(N3CCOCC3)c12 | -4% | . | -21%
N=c1c(S(=O)(=O)c2ccccc2)cc2c(=O)n3ccccc3nc2n1C1CCCC1 | 14% | 6% | -5%
CCc1[nH]c(C(=O)O)c(C)c1C(=O)OC | -12% | -2% | -9%
COc1cccc(-c2cc(NCc3cnc(C)cn3)ncn2)c1 | . | 0% | -8%
Cc1ccc2c(c1)C(c1ccccc1)N(C(=O)c1c(F)cccc1Cl)CC(=O)N2 (stereo not drawn) | -1% | -21% | 15%
Cc1ccccc1Nc1c([N+](=O)[O-])ccc2nonc12 | 16% | 4% | -8%
CC(C)(C)C(=O)Nc1cccc(-c2ncon2)c1 | -1% | 5% | 7%
COC(=O)c1sccc1NC(=O)c1ccc(OC)c(OC)c1 | -7% | 4% | -3%
Nc1nc2ccccc2cc1-c1cccs1 | -12% | 1% | -18%
COc1ccc(OCC(=O)O/N=C(\N)Cc2ccc(Cl)cc2Cl)cc1 | -21% | . | -5%
Cc1ccn2cc(C(=O)Nc3ccccc3N3CCOCC3)nc2c1 | -9% | 1% | -10%
